NPC1 prom act: activates the NPC1 promoter; AID 485313; actives 2.4% (n = 320,000); Potency, µM (series often up to 9.22 µM), for the others: at the top dose activation, usual class: activators; Huh7 NPC1 promoter luciferase reporter, 24 h;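 also: potency is read from the fitted curve at half-maximal effect; % of control where 0% means no effect; nearly all actives have a fitted effect of over 60% in size; reporter is driven by a mutant NPC1 promoter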
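Compounds in DMSO were transferred onto Huh7 NPC1-luciferase reporter cells pre-incubated 2 h; after 24 h at 37 °C, Amplite reagent was dispensed and luminescence recorded 10 min later.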
ELG1 repair inh: ELG1-dependent DNA repair inhibition | HEK293T ELG1-luciferase reporter, luminescence, 16 h; DNA damage induced by 5-fluorouridine | Potency, µM (series often up to 46.1 µM), for inactives: top-dose activity change, negative = inhibition, most hits filed as inhibitors | actives 2.3% (n = 330,000); also: potency is read from the fitted curve at half-maximal effect; % is scaled to controls: 0 for no effect and ±100 for the full control effect; nearly all actives have a fitted effect of over 55% in size
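5-Fluorouridine DNA damage + compound/DMSO, 2,000 cells/well, 16 h, 37 °C/5% CO2. ONE-Glo, 30 min RT, luminescence. Readout = decrease in reporter signal.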
Rab9 promoter act: activators of Rab9 promoter. AID 485297. Huh7 Rab9 promoter-luciferase reporter, luminescence, 24 h. actives 2.8% (n = 320,000). Potency, µM (titrated, usually from 9.22 µM), for inactives: top-dose activation, negative = inhibition, actives largely listed as activators; also: potency is read from the fitted curve at half-maximal effect; % of control where 0% means no effect; nearly all actives have a fitted effect of over 60% in size
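Luminescence read-out: Huh7 cells stably expressing Rab9-luciferase, treated 24 h with compound at 37 °C, then lysed with luciferase reagent for 10 min at ambient before reading.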
Menin MLL FP TR: displaces Texas Red mutant MLL peptide from human menin; O00255; Menin + Texas Red MLL mutant peptide, fluorescence polarization; Potency, µM (highest dose often 61.6 µM), for inactives: at the top dose FP activity change, negative = inhibition, usual class: inhibitors; actives 0.23% (n = 270,000); AID 1768; active = well fitted inhibition curve with a large enough effect in the polarisation, with a control signal flat, not every such curve was filed as active; inconclusive = small, poorly fitted or top-dose-only effect, or effect the other way, or a change in a side signal; inactive = no such curve, though single readings can be large or run the other way; the % refers to the polarisation; also: potency is read from the fitted curve at half-maximal effect; % of control where 0% means no effect; many of its hits are not listed in these tables
Target sequence (O00255 whole entry, looked up): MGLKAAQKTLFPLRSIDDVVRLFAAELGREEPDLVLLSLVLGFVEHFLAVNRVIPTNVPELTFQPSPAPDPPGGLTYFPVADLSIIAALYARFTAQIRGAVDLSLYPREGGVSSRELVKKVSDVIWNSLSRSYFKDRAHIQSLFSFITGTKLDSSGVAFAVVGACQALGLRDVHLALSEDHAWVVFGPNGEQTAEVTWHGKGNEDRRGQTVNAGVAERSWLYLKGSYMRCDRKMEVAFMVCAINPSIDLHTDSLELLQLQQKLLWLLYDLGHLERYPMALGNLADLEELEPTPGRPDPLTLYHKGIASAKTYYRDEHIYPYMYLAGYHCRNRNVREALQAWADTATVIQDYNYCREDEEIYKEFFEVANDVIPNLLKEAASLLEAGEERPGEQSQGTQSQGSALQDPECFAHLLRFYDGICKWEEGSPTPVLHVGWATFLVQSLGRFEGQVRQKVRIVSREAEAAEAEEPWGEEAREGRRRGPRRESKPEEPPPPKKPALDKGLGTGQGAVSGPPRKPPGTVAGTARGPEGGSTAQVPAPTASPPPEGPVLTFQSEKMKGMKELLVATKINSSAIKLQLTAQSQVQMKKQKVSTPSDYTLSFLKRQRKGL
VP16 counter: counter-screen for ROR gamma inhibitors: Gal4-VP16 reporter; Potency, µM (doses to about 53.6 µM), inactives show at the highest dose activity, negative = inhibition, most hits filed as inhibitors; actives 3.5% (n = 310,000); Drosophila S2 Gal4-VP16 UAS-luciferase, luminescence, 20 h;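 also: Gal4-VP16 expression switched on by copper sulfate through the metallothionein promoter; potency is read from the fitted curve at half-maximal effect; % is scaled to controls: 0 for no effect and ±100 for the full control effect; nearly all actives have a fitted effect of over 50% in size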
FLuc counter: inhibits or activates purified firefly luciferase, miR-21 counter-screen. P08659. purified FLuc, Km substrates, luminescence inhibition. Potency, µM (series often up to 57.5 µM), for inactives: top-dose activity change, negative = inhibition, most hits filed as inhibitors. actives 6.9% (n = 360,000). AID 588342;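 also: potency is read from the fitted curve at half-maximal effect; plate controls were vehicle for no effect and reference inhibitor for full effect; nearly all actives have a fitted effect of over 55% in size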
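Purified P. pyralis luciferase, 10 nM final, with Km-level 10 uM D-luciferin and 10 uM ATP in 50 mM Tris acetate pH 7.5, 10 mM Mg acetate, 0.01% Tween-20, 0.05% BSA; 6-point qHTS titration about 60 µM downward; luminescence read.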
PKM2 act: increases activity of human pyruvate kinase M2. purified PKM2, Kinase-Glo ATP luminescence, activation; response scale: 0% is enzyme alone, no compound. Potency, µM (series often up to 57.5 µM), for inactives: at the top dose activation, usual class: activators. actives 0.34% (n = 260,000). AID 1631; also: potency is read from the fitted curve at half-maximal effect; % is scaled to controls: 0 for no effect and ±100 for the full control effect; nearly all actives have a fitted effect of over 55% in size
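Kinase-Glo luminescence reports ATP generated from ADP (0.1 mM) and PEP (0.5 mM) by purified hPK-M2 after 1 h at room temperature, pH 7.2 imidazole buffer; intermediate enzyme activity allows detecting inhibitors and activators.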
Mito fusion act: blocks mitochondrial division or promotes mitochondrial fusion; Potency, µM (series often up to 46.1 µM), inactives show at the highest dose growth rescue (activation), actives largely listed as activators; actives 0.23% (n = 320,000); S. cerevisiae fusion-defective mutant growth rescue, CellTiterGlo 48 h;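 also: potency is read from the fitted curve at half-maximal effect; % of control where 0% means no effect; nearly all actives have a fitted effect of over 45% in size; temperature-sensitive fusion mutants such as fzo1-1 at 37 °C on non-fermentable ethanol glycerol medium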
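Luminescent cell viability in 1536-well qHTS format served as the measure of rescued growth in ts fusion-mutant S. cerevisiae cultured on non-fermentable YPEG for 48 hours at 37C.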
KCNH2 3.1 inh: KCNH2 3.1 (human) potassium channel inhibition. U2OS KCNH2 3.1, thallium flux FluxOr; hits give low values. activity change, % (tested at about 1.8 µM). actives 0.95% (n = 340,000). AID 720553;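 active = maximum activity change below -70%; inconclusive = maximum activity change from -70% to -50%; inactive = maximum activity change above -50%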;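 also: thallium influx rate constant from kinetic fluorescence after stimulation buffer; % is scaled to controls: 0 for no effect and ±100 for the full control effect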
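We transduce U2OS cells with the mutant 3.1 virus, culture them overnight, load FluxOr with Red40 quencher for 45 min, then add stimulation buffer and read kinetically for 2 min to derive a normalized rate constant.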
RORg inh: blocks mouse ROR gamma transcriptional activity; Drosophila S2 Gal4-RORgamma UAS-luciferase reporter, 20 h; Potency, µM (top dose mostly 53.6 µM), inactives show top-dose activity change, negative = inhibition, actives largely listed as inhibitors; actives 5.4% (n = 310,000); AID 2551; also: potency is read from the fitted curve at half-maximal effect; % is scaled to controls: 0 for no effect and ±100 for the full control effect; nearly all actives have a fitted effect of over 60% in size
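Drosophila S2 cells stably expressing Gal4-DBD/mouse RORγ fusion under metallothionein promoter plus UAS-luciferase; compound 1 h, then 700 uM CuSO4 induction for 20 h at ambient temperature; inhibition read as reduced luminescence.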
MBNL1 CUG block: inhibitors of human MBNL1 binding to CUG repeat RNA. Potency, µM (titrated, usually from 57.5 µM), inactives show at the highest dose activity change, negative = inhibition, most hits filed as inhibitors. TR-FRET MBNL1-His/biotin-(CUG)12 binding, 665/545 ratio. actives 0.036% (n = 280,000). Q9NR56; active = well fitted inhibition curve with a large enough effect in the signal ratio, with a control signal flat, not every such curve was filed as active; inconclusive = small, poorly fitted or top-dose-only effect, or effect the other way, or a change in a side signal; inactive = no such curve, though single readings can be large or run the other way; the % refers to the signal ratio; also: potency is read from the fitted curve at half-maximal effect; % is scaled to controls: 0 for no effect and ±100 for the full control effect
Target sequence (Q9NR56 whole entry, looked up): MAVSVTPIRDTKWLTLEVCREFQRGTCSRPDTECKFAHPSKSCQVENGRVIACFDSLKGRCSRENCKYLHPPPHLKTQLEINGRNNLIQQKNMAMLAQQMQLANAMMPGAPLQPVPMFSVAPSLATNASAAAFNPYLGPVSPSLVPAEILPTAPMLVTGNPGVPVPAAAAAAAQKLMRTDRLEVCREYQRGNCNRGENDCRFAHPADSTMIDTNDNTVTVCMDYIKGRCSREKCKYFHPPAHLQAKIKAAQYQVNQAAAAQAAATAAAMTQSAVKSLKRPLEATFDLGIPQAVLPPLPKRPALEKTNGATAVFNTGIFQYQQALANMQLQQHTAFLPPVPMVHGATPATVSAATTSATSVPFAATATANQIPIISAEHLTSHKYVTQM
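MBNL1-His + Biotin-(CUG)12, cpd titration 92 nM–58 uM; Tb anti-His Ab 0.055 ng/ul, SA-XL665 5 nM (final); 60 min RT; ratiometric 665/545 nm, Ex 340 nm; normalized to buffer and full-complex controls.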
* = called active by the depositor; u = inconclusive; x = not tested or not shown; [ ] = dose if it differs, or a comment. Unless noted, calls follow the shape of the dose curve; as a rule, active = well fitted curve in the direction sought with a large enough effect; inconclusive = small, poorly fitted or top-dose-only effect, or another doubt; inactive = no such curve, though single readings can be large; an effect the other way counts as inactive or inconclusive. These rows are one share of the data; count on the stated rates, not on these rows.

SMILES	NPC1 prom act	ELG1 repair inh	Rab9 promoter act	Menin MLL FP TR	VP16 counter	FLuc counter	PKM2 act	Mito fusion act	KCNH2 3.1 inh	RORg inh	MBNL1 CUG block
Cc1onc(-c2ccccc2)c1C(=O)NC1CC1	-4%	-2%	-4%	x	x	-2%	x	2%	-15	x	x
CCn1c(SCC(=O)Nc2cc(NC(C)=O)ccc2OC)nnc1-c1ccncc1	-2%	9%	-6%	-13%	-3%	-1%	-2%	-3%	x	-43%	-3%
COC(=O)[C@@]12CCCN1[C@H](c1ccc(SC3CCCCC3)cc1)[C@H]1C(=O)N(C)C(=O)[C@H]12	-2%	-12%	-5%	x	x	3%	x	5%	1	x	x
COc1cc(/C=N/NC(N)=S)ccc1OCC(=O)N1CCOCC1	-5%	13%	-6%	-1%	4%	-3%	0%	-4%	3	2%	14%
COc1ccc(OCC(=O)Nc2c3c(nn2C(C)(C)C)CSC3)cc1	1%	u	4%	2%	-8%	-10%	-6%	u	2	-8%	-8%
CCN1CCN(S(=O)(=O)c2ccc(Cl)c(C(=O)N(C)Cc3ccccc3)c2)CC1	-1%	0%	-2%	x	x	-2%	x	-6%	1	x	x
Cc1ccc(S(=O)(=O)/N=C/c2cc(Br)ccc2O)cc1	-2%	17%	9%	13%	-1%	-7%	10%	0%	17	-2%	x
CCN(CC)S(=O)(=O)c1cccc(C(=O)NNC(=O)c2ccc3[nH]c(=O)c(=O)[nH]c3c2)c1	-3%	6%	-2%	17%	3%	0%	x	-2%	-3	-5%	2%
CN(C)CC1CCCCC1C1(O)c2ccccc2CSc2sccc21 (centres undefined)	-2%	11%	6%	-6%	-18%	1%	-5%	15%	-6	-16%	u
O=c1c2ccccc2ncn1-c1ccc(Cl)cc1Cl	2%	-5%	-6%	x	6%	2%	-1%	4%	14	0%	-8%
CN(CCc1ccccn1)C(=O)CCC1CCCN(C(=O)c2c3c(nn2C)CCCC3)C1 (centres undefined)	-7%	u	-9%	1%	-5%	-1%	0%	3%	-1	14%	-16%
COc1ccc(CN2CCN(CCSc3ccc(C)cc3)CC2)c(OC)c1OC	-2%	u	2%	u	1%	-2%	0%	-15%	-77*	-20%	-9%
O=S(=O)(c1ccc2c(c1)OCCO2)N1CCN(c2nc3ccccc3s2)CC1	-5%	3%	0%	-13%	-5%	1%	4µM*	3%	-45	8%	-6%
OCC1(CCCc2ccccc2)CCN(Cc2cc(F)ccc2F)CC1	-3%	12%	9%	-5%	-15%	-2%	1%	9%	-16	-3%	-7%
O=c1oc2ccc(Cl)cc2nc1/C=C(\O)c1cccs1	-2%	u	-5%	x	11µM*	-4%	5%	-6%	-1	8.9µM*	-7%
Cc1cccc(C)c1NC(=O)CN(C)CC(=O)Nc1ccccc1Br	-4%	3%	0%	15%	0%	1%	3%	-3%	-7	0%	12%
Cc1ccccc1CNCCCSc1ncccn1	3%	-4%	-3%	-12%	x	5%	-1%	1%	6	x	-4%
Cn1ccnc1SCC(=O)Nc1cccc([N+](=O)[O-])c1	-3%	15%	5%	11%	-11%	-4%	2%	-20%	-37	u	x
COc1ccc(N2C(=O)CC(NC3CCCCNC3=O)C2=O)cc1 (centres undefined)	-1%	0%	-5%	3%	2%	3%	2%	0%	0	-35%	6%
COc1ccc2sc(NCc3ccccc3)nc2c1	2.2µM*	u	3.5µM*	24%	u	6µM*	0%	-13%	-3	-39%	-5%
CCn1c(=N)n(CC(O)c2ccccc2)c2ccccc21 (centres undefined)	x	x	x	-22%	-24%	7%	-33%	6%	-29	u	-14%
COc1ccc(S(=O)(=O)NNC(=O)c2sccc2-n2cccc2)cc1	4%	-11%	-1%	-13%	-16%	-15%	2%	2%	-2	-14%	-3%
Cc1ccc(C)c(OCCC(=O)Nc2ccc3c(c2)OCO3)c1	0%	u	0%	x	x	1%	x	-8%	-14	x	x
CCOC(=O)C(C)Sc1nnc2c3ccccc3n(C)c2n1 (centres undefined)	0%	8%	0%	9%	17%	1%	-8%[11.5 µM]	4%	-14	-2%	u
O=C1CCCC/C1=C\Nc1ccccc1C(=O)O	-3%	-2%	2%	-17%	-2%	-14%	-5%	-6%	8	-14%	3%

Entries of single compounds as entered above:
Profile of COc1ccc(OCC(=O)Nc2c3c(nn2C(C)(C)C)CSC3)cc1 = NPC1 prom act: 1%; ELG1 repair inh: u; Rab9 promoter act: 4%; Menin MLL FP TR: 2%; VP16 counter: -8%; FLuc counter: -10%; PKM2 act: -6%; Mito fusion act: u; KCNH2 3.1 inh: 2; RORg inh: -8%; MBNL1 CUG block: -8%
Profile of COc1ccc(CN2CCN(CCSc3ccc(C)cc3)CC2)c(OC)c1OC = NPC1 prom act: -2%; ELG1 repair inh: u; Rab9 promoter act: 2%; Menin MLL FP TR: u; VP16 counter: 1%; FLuc counter: -2%; PKM2 act: 0%; Mito fusion act: -15%; KCNH2 3.1 inh: -77*; RORg inh: -20%; MBNL1 CUG block: -9%

By substructure, those above with bromine
SMILES	NPC1 prom act	ELG1 repair inh	Rab9 promoter act	Menin MLL FP TR	VP16 counter	FLuc counter	PKM2 act	Mito fusion act	KCNH2 3.1 inh	RORg inh	MBNL1 CUG block
Cc1ccc(S(=O)(=O)/N=C/c2cc(Br)ccc2O)cc1	-2%	17%	9%	13%	-1%	-7%	10%	0%	17	-2%	x
Cc1cccc(C)c1NC(=O)CN(C)CC(=O)Nc1ccccc1Br	-4%	3%	0%	15%	0%	1%	3%	-3%	-7	0%	12%

Remaining list, next part:
SMILES	NPC1 prom act	ELG1 repair inh	Rab9 promoter act	Menin MLL FP TR	VP16 counter	FLuc counter	PKM2 act	Mito fusion act	KCNH2 3.1 inh	RORg inh	MBNL1 CUG block
O=C(Nc1c(C(=O)Nc2cccc3ccccc23)cnn1-c1ccccc1)c1ccco1	-8%	u	1%	24%	u	-6%	-14%	6%	0	u	-8%
COc1cc(CNCc2cccnc2)ccc1OCc1ccccc1	25%	7%	24%	-13%	-18%	-17%	x	2%	13	9%	-1%
Cc1nnc(SCC(=O)Nc2ccccc2NC(=O)CSc2nnc(C)s2)s1	x	x	x	12%	-6%	-1%	-8%	-4%	16	-16%	2%
Cc1cc(C)cc(Nc2ncc3c(n2)CC(c2ccco2)CC3=O)c1 (centres undefined)	-3%	u	1%	2%	11%	-3%	23%	24%	4	31%	6%
COc1cccc(CC2(CO)CCCN(CC3=Cc4cc(OC)ccc4OC3)C2)c1 (centres undefined)	0%	u	9%	u	-3%	-7%	-1%	6%	-14	10%	1%
CC(=O)NCC(=O)NC1CC(C)(C)Cc2c1cnn2-c1ccccc1 (centres undefined)	-7%	3%	5%	-5%	-8%	-4%	1%[11.5 µM]	-2%	14	1%	-1%
Cc1cc[n+](CC(=O)Nc2cccc(C)c2)cc1	-7%	-9%	-1%	3%	-7%	4%	-2%	-1%	-14	-22%	-8%
C=CCn1c(=O)[nH]c2cc(C(=O)N3CC=C(c4ccccc4)CC3)ccc2c1=O	-6%	-7%	1%	-16%	-2%	-3%	-3%	0%	-19	10%	7%
COc1ccc(-c2cc(=O)oc3cc(OCC(=O)NCCCn4ccnc4)ccc23)cc1	1%	-11%	-7%	-2%	-20%	-11%	0%	0%	0	43%	u
COc1ccc(Cl)cc1NS(=O)(=O)c1cccc2cccnc12	14%	0%	2%	u	-12%	-1%	x	-15%	1	u	4%
Cc1cccc(NC(=O)CCN2CCCC(C)C2)c1 (centres undefined)	3%	12%	1%	-8%	0%	3%	-1%[11.5 µM]	0%	7	0%	-6%
Cc1cc(C=O)c2c(c1)C=CC1(Oc3ccccc3C(=O)N1C)O2 (centres undefined)	-1%	11%	-5%	-3%	4%	-7%	-2%	11%	x	-28%	23%
Cc1ccc(C2(CCNC(C)c3cccs3)CCOC(C(C)C)C2)cc1 (centres undefined)	-1%	-3%	-3%	u	-4%	6%	-9%	1%	-1	u	-3%
CN(C)CCOc1cccc(Br)c1	-5%	5%	0%	0%	0%	-1%	2%	-7%	-1	3%	0%
